EWS-Fli block = blocks EWS/Fli oncoprotein-driven transcription; inhibition, % at 12.6 µM; actives 0.67% (n = 350,000); A673 NR0B1-luciferase reporter, viability-normalised;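 active = mean inhibition of at least 50% after viability correction, with every replicate also passing that limit; inconclusive = mean reaches 50% but only one of two replicates passes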;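 also: firefly luciferase signal divided by Alamar Blue viability fluorescence both relative to DMSO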
miR-122 sensor = blocks miR-122 activity in Huh7 sensor cells | Huh7 miR-122 Renilla luciferase sensor, 48 h; neutral wells = 0, positive control = 100 | activation (reporter increase), % at 12.5 µM | actives 0.3% (n = 340,000);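 active = mean replicate activation score at least 90 and every replicate individually at or above 90; inconclusive = only one of the two criteria met; inactive = neither criterion met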;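 also: higher luciferase means less miR-122 activity so hits act as miR-122 inhibitors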
CFTR F508del cor = correctors of CFTR F508del function in bronchial epithelial cells. actives 0.36% (n = 350,000). activity (quench increase), % at 7.58 µM. CFBE cells, YFP halide quenching; stimulated with forskolin plus potentiator P3; % fluorescence drop versus neutral controls;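 active = mean added fluorescence quench of at least 8% versus neutral control, with both replicates also reaching 8%; inconclusive = only one of the mean or replicate conditions met; inactive = mean below 8% and not both replicates reaching 8%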;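 also: cells transiently co-express mutant CFTR-F508del with the halide-sensitive YFP; corrector assay measuring rescue of mutant channel to the surface after 24 h compound exposure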
DENV2 CPE = inhibitors of DENV2 cytopathic effect; DENV2-infected cells, cytopathic effect rescue, plate reader; CPE inhibition, % at 9.99 µM; actives 1.7% (n = 350,000); in the data active = CPE inhibition above about 20%, passing the limit was not always enough; inconclusive = no clear call, values can overlap the other calls; tested in BHK-21 cells;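 also: 0% = median of neutral control wells and 100% = median of positive control wells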
FN deposition inh = fibronectin deposition inhibition; AH1F fibroblasts, Alexa488-fibronectin deposition fluorescence, overnight; inhibition, % at 12.6 µM; actives 0.086% (n = 350,000);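 active = mean inhibition across replicates of 30% or more, regardless of how many single replicates reach that level; inconclusive = mean under 30% yet at least half of replicates reach 30%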;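 also: positive control wells lacked labelled fibronectin entirely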
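Assay system: AH1F fibroblast monolayer, labelled fibronectin deposition. Amount: 10000 cells per well. Also added: labelled fibronectin 24 nM. Compound: single-point pinned compound. Incubation: cell attachment 1 h, compound and FN exposure overnight. Detection: fluorescence after three HBSS washes, excitation 485 nm, emission 525 nm. Read-out: inhibition of fibronectin deposition signal.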
PAX8 inh HTS = lowers PAX8-driven luciferase in RMG-I cells. RMG-I TPO-luciferase reporter, SteadyGlo, 24 h. inhibition, % at 12.6 µM. actives 1.2% (n = 360,000). AID 652154;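 active = mean replicate inhibition at least 60% with every replicate also reaching 60%; inconclusive = only one of the two criteria is met; inactive = mean below 60% and not all replicates reaching 60%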;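 also: luciferase light reporting Pax8 driven TPO promoter activity; plate controls were median of neutral control wells for no effect and mitoxantrone controls for full effect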
INS-1E GSIS act = primary screen for activators of insulin secretion dependent on glucose, INS-1E cells, GLuc reporter luminescence; INS-1E GLuc reporter insulin secretion, 2-3 h; activation, % at 16.6 µM; actives 0.61% (n = 370,000);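 active = lowest replicate activation of at least 40%, so every replicate reaches that level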;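 also: 0% = median of neutral control wells and 100% = median of IBMX positive control wells; some compounds called inactive have numbers as strong as hits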
* hit, by the source's call; ? = inconclusive; . = not tested or not shown; & = joins results of further samples; [ ] = dose if it differs, or a comment. Rows are unselected; any-hit rate near 3.9%.

SMILES | EWS-Fli block | miR-122 sensor | CFTR F508del cor | DENV2 CPE | FN deposition inh | PAX8 inh HTS | INS-1E GSIS act
C[C@H](NC(=O)c1ccccc1Cl)C(=O)OCc1cn2cc(Cl)ccc2n1 | -2 | 3 | -3.0 | ? | 0 | -11 | 4
COc1ccc(S(=O)(=O)N(C)CC(=O)NCC2CCCO2)cc1OC (centres undefined) | -14 | 0 | -1.0 | -4 | -1 | 7 | 12
S=C(Nc1cccc2ccccc12)NN1CCCCCC1 | -17 | 17 | 1.9 | -2 | -9 | 13 | .
COc1ccc(CNC(=O)N2CCN(c3ccc(F)cc3)CC2)cc1 | 1 | -2 | 1.5 | -1 | -7 | -17 | -4
O=C(NCCc1ccccc1Cl)[C@@H]1CCCN1C(=O)[C@@H](NS(=O)(=O)c1ccc(F)cc1F)c1ccccc1 | 2 | . | -1.3 | 14 | 9 | 12 | -35
C/C(CC(=O)Nc1ccc([N+](=O)[O-])cc1)=N\NC(=O)c1ccccc1[N+](=O)[O-] | 5 | 7 | 2.8 | -5 | 4 | 0 | -8
CCCC#Cc1ccc2c(c1)[C@@H]1[C@@H](CCN1S(=O)(=O)c1ccccc1)[C@@H](CO)N2C | 12 | -1[16.7 µM] | 0.4 | . | -8 | 21 | -3
C[C@@H]1CN([C@H](C)CO)C(=O)CCCn2cc(nn2)CO[C@@H]1CN(C)C(=O)Nc1ccc(C(F)(F)F)cc1 | 0 | 1[16.7 µM] | 0.3 | 7 | -6 | . | -5
Cc1nc2cc(OCc3cc(C(=O)NC(C)c4cn(C)nc4C)no3)ccc2s1 (centres undefined) | -3 | -7 | 1.8 | -2 | 7 | 4 | 11
Cc1ccn2c(=O)nc(SCC(=O)NCc3ccco3)nc2c1 | 6 | 2 | -0.4 | -3 | 3 | 3 | -1
S=c1[nH]c2ccc(Cc3ccc4[nH]c(=S)[nH]c4c3)cc2[nH]1 | 6 | 15 | -5.4 | 16 | 26 | 16 | 13
Cc1ccc(OCC(=O)N(C)C2CCCCC2)c([N+](=O)[O-])n1 | -14 | -5 | -0.5 | -3 | 2 | -12 | 9
O=C(CSc1ccc(-c2cccnc2)nn1)Nc1ccc(Br)cc1 | 14 | -2 | -2.0 | 30* | -4 | . | .
C[C@H]1CN([C@@H](C)CO)C(=O)c2cc(C#CC3CC3)cnc2O[C@@H]1CN(C)Cc1cccc(C(=O)O)c1 | 2 | . | -0.4 | -1 | -15 | 0 | .
CS(=O)(=O)N1CCCC(C(=O)NCc2ccccn2)C1 (centres undefined) | 1 | . | 1.2 | -2 | . | . | 12
COc1cc(-c2noc(C)c2/C=C/c2ccc(OC(C)=O)cc2)cc(OC)c1OC | 64* | 29 | 3.0 | . | 3 | 69* | .
CCCn1c(NC(=O)C23CC4CC(CC(O)(C4)C2)C3)nc2ccccc21 | -1 | . | 6.5 | -1 | 7 | 10 | -13
C[C@@H]1CN([C@@H](C)CO)S(=O)(=O)c2ccc(C#CCN(C)C)cc2O[C@@H]1CN(C)C(=O)C1CCCCC1 | 1 | -12[16.7 µM] | -2.5 | -2 | -13 | 1 | -7
O=C(NCc1ccco1)C1CC(c2ccccc2C(F)(F)F)=NO1 (centres undefined) | -3 | . | -2.0 | 14 | 6 | -13 | -17
Cc1ccccc1CN(C)C[C@@H]1OCc2cnnn2CCCC(=O)N([C@@H](C)CO)C[C@@H]1C | -4 | 1[16.7 µM] | 0.0 | -2 | -8 | . | 17
COc1cccc(C(NC(C)=O)c2ccc3cccnc3c2O)c1 (centres undefined) | 24 | -13 | 3.6 | -17 | 15 | 69* | -10
Cc1ccc(CNC(=O)CC2Sc3ccccc3NC2=O)cc1 (centres undefined) | -11 | . | -0.5 | 2 | -22 | -7 | 8
Cc1occc1C(=O)Nc1nnc(C(F)(F)F)s1 | . | -1 | . | . | -3 | . | -24
COc1ccccc1NC(=O)N[C@@H]1CC[C@H](CCn2cc(C3(O)CCCC3)nn2)O[C@@H]1CO | -5 | -3[16.7 µM] | -3.6 | 1 | -14 | -4 | 3
CC(NS(=O)(=O)c1ccc2c(c1)oc(=O)n2C)c1ccccc1 (centres undefined) | -2 | . | 0.5 | 7 | -4 | 17 | 2

Some entries already given, limited to FN deposition inh, PAX8 inh HTS and INS-1E GSIS act.
| Molecule | FN deposition inh | PAX8 inh HTS | INS-1E GSIS act |
| --- | --- | --- | --- |
| O=C(CSc1ccc(-c2cccnc2)nn1)Nc1ccc(Br)cc1 | -4 | . | . |
| C[C@H]1CN([C@@H](C)CO)C(=O)c2cc(C#CC3CC3)cnc2O[C@@H]1CN(C)Cc1cccc(C(=O)O)c1 | -15 | 0 | . |

Going on with the list.
SMILES | EWS-Fli block | miR-122 sensor | CFTR F508del cor | DENV2 CPE | FN deposition inh | PAX8 inh HTS | INS-1E GSIS act
COc1ccc(NC(=O)CSc2nc(NS(=O)(=O)c3ccccc3)cc(=O)[nH]2)cc1 | . | -11 | . | . | . | -4 | 20
COc1cccc(S(=O)(=O)Nc2ccc3c(c2)C(=O)N(C)C[C@@H](OC)[C@H](C)CN[C@@H](C)CO3)c1 | 14 | 11[16.7 µM] | 4.6 | -4 | 4 | . | -4
Cn1c(=O)c2cc(S(=O)(=O)NCCC(=O)Nc3ccccc3F)ccc2n(C)c1=O | . | 14 | . | . | -12 | . | 10
C[C@H]1CN([C@@H](C)CO)C(=O)c2cccc(NC(=O)c3ccc(-c4nccs4)cc3)c2O[C@@H]1CN(C)Cc1ccc2c(c1)OCO2 | 11 | 26[16.7 µM] | -2.6 | 2 | . | . | -17
C[C@H](CO)N1C[C@H](C)[C@@H](CN(C)C(=O)CN2CCOCC2)Oc2cc(/C=C/c3ccccc3)ccc2S1(=O)=O | -3 | -5[16.7 µM] | -3.4 | 1 | . | 3 | -6
CNC(=O)[C@@H]1CCC(=O)N1 | -3 | 0 | -1.4 | 4 | -17 | -4 | -1
Cc1ccc(-n2nc(CN3CCOCC3)c(-c3ccccc3)c2N)cc1Cl | . | 3 | . | . | 0 | 3 | 19
CC(C)NC(=O)Nc1ccc2c(c1)C(=O)N([C@H](C)CO)C[C@H](C)[C@H](CN(C)S(=O)(=O)c1cn(C)cn1)OCCCC[C@H](C)O2 | 10 | -2[16.7 µM] | 0.4 | -7 | -7 | -2 | 20
O=C(Nc1cccc(F)c1)/C(=C\c1cccnc1)NC(=O)c1cccs1 | . | 1 | . | . | -1 | -6 | .
COc1ccccc1NC(=O)N[C@@H]1CC[C@@H](CCNC(=O)Cc2ccccn2)O[C@H]1CO | -1 | . | -1.0 | ? | -3 | -6 | -5
CC(C)(C=O)C1=CC(=O)c2ccccc2C1=O | . | . | . | 5 | -10 | 65* | -35
CC(=O)Nc1ccc(S(=O)(=O)NCC(=O)OCC(=O)N2CCCc3ccccc32)cc1 | . | . | . | . | -9 | 8 | 10
Cc1cc(C)c(S(=O)(=O)N2CCOCC2)cc1NS(=O)(=O)c1cc(OCC(N)=O)c(C)cc1Cl | 11 | -4 | 3.8 | -5 | -7 | 10 | -12
COc1cc(/C=C/C(=O)/C=C(O)/C=C/c2ccc(O)c(OC)c2)ccc1O | 81* | . | -4.9 | . | 0 | 1 | .
O=C(COc1ccccc1Br)c1ccc2c(c1)OCO2 | -46 | . | -2.9 | . | 5 | -81 | 4
CCN(Cc1cc2ccccc2[nH]c1=O)S(=O)(=O)c1ccc(OC)cc1 | 0 | 0 | 3.2 | -1 | -5 | 19 | 0
Cc1ccc(S(=O)(=O)N2CCN(C(=O)C3CCN(C(=O)c4ccccc4C)CC3)CC2)cc1C | 15 | . | -1.2 | . | 5 | 2 | -19
C[C@H](CO)N1C[C@H](C)[C@@H](CN(C)C(=O)Nc2ccccc2)Oc2ccc(NC(=O)Cn3cnnn3)cc2C1=O | -1&-9 | -3[16.7 µM] | -0.9&1.5 | -4&-6 | -5 | 8 | 18&3
Cc1cc(Nc2cc(Cl)nc(Sc3ccc(NC(=O)C4CC4)cc3)n2)n[nH]1 | 39 | . | 1.9 | -6 | 13 | 75* | -21
O=C(CN1C(=O)c2ccccc2C1=O)Nc1ccc(N2CCOCC2)cc1 | . | 0 | . | . | 9 | 4 | 6
O=C(Cc1cccnc1)N[C@@H]1CC[C@@H](CCNS(=O)(=O)c2ccccc2Cl)O[C@@H]1CO | . | . | 0.0 | -1 | 8 | . | -1
O=C(Nc1ccccc1)c1ncoc1-c1ccc(Cl)cc1 | -17 | . | -2.1 | -5 | -5 | -13 | -4
CC(=O)Oc1ccc(N(c2ccccc2)S(=O)(=O)c2ccc(C)cc2)cc1 | 5 | 8 | -3.0 | 5 | -5 | -12 | 2
O=C(c1ncc[nH]1)c1cccs1 | -9 | -1 | 0.0 | 9 | -9 | 3 | 5
O=C(Cn1nc(-c2ccccc2)c2ccccc2c1=O)NN1CCOCC1 | -2 | . | -1.0 | -2 | 0 | 18 | 7

Ordered by value in INS-1E GSIS act (ascending): some entries from above.
Structure	miR-122 sensor	CFTR F508del cor	DENV2 CPE	INS-1E GSIS act
CC(C)(C=O)C1=CC(=O)c2ccccc2C1=O	.	.	5	-35
CC(=O)Oc1ccc(N(c2ccccc2)S(=O)(=O)c2ccc(C)cc2)cc1	8	-3.0	5	2
Cn1c(=O)c2cc(S(=O)(=O)NCCC(=O)Nc3ccccc3F)ccc2n(C)c1=O	14	.	.	10

Additional records
SMILES | EWS-Fli block | miR-122 sensor | CFTR F508del cor | DENV2 CPE | FN deposition inh | PAX8 inh HTS | INS-1E GSIS act
COc1cc2c(cc1NC(=O)COc1ccc3ccccc3c1)oc1ccccc12 | . | -2 | . | . | -5 | 16 | .
Cc1ccc(OCC(=O)c2cc(C)n(CC(F)(F)F)c2C)c([N+](=O)[O-])n1 | -3 | . | 0.6 | -4 | 6 | -5 | .
CCOC(=O)c1ccc(NC(=O)c2nn(C)cc2Br)cc1 | . | -4 | . | . | -7 | -151 | .
O=C(NC1CCCCC1)N[C@@H]1CC[C@@H](CCNS(=O)(=O)c2ccccc2)O[C@H]1CO | -20 | . | -0.1 | 0 | . | -1 | -9
C[C@@H]1CN([C@@H](C)CO)C(=O)Cc2cc(NC(=O)Nc3ccc4c(c3)OCO4)ccc2O[C@H]1CN(C)C(=O)Nc1ccc2c(c1)OCO2 | -7 | . | -0.3 | -2 | . | . | -1
CCOc1ccccc1N(CC(=O)N/N=C/c1cc(Br)ccc1OC)S(C)(=O)=O | . | . | . | . | 6 | 3 | -3
COc1ccc2c3c([nH]c2c1)[C@@H](CO)N(C(=O)Nc1cccc(F)c1)CC31CCN(S(=O)(=O)c2ccccc2)CC1 | 25 | . | -3.4 | -4 | . | . | 10
COC(=O)[C@@]1(Cc2ccc(F)cc2)[C@H]2c3cc(C(=O)N(C)C)n(CCO)c3C[C@H]2CN1C(=O)c1ccccc1 | -2 | . | 6.8 | -10 | . | -2 | -2
CN1CCc2c1nc1ccccc1c2N (tested in a mixture with another compound) | -8 | 2 | 3.4 | 1 | 3 | 2 | -5
Cc1ccc(S(=O)(=O)Nc2ccc3c(c2)C(=O)N([C@@H](C)CO)C[C@@H](C)[C@H](CN(C)S(=O)(=O)c2cn(C)cn2)OCCCC[C@H](C)O3)cc1 | -13 | 1[16.7 µM] | -0.4 | 14 | 7 | -12 | 20
CCOC(=O)C1(CCOC)CCN(Cc2ccc(C(=O)OC)cc2)CC1 | -3 | -5 | -3.2 | 2 | 1 | 2 | -6

Compound activity from PubChem.
